# Bioassay records as filed in PubChem.
# aSyn rescue – rescues yeast growth from alpha-synuclein toxicity. Yeast expressing alpha-synuclein, growth rescue, BacTiter-Glo, 24 h. Potency, µM (top dose mostly 46.1 µM), for inactives: at the highest dose growth rescue (activation), actives largely listed as activators. AID 652106. hit rate 0.14% among 370,000; further: potency means the concentration at half of the fitted maximal effect; % of control where 0% means no effect; nearly all actives have a fitted effect of over 65% in size
#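 Rescue of yeast growth: cells expressing toxic alpha-synuclein, induced in galactose at OD600 0.02, incubated with compound 24 h at 30 C. ATP luminescence quantified growth; inhibitors of toxicity appear as activators.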
# PTHR1 agonist – activates the human parathyroid hormone receptor PTHR1 | Q03431 | HEK293 GP2 PTHR1 cells, GloSensor cAMP luminescence, 1 h | Potency, µM (series often up to 115 µM), for the others: at the top dose activation, hits mostly activators | hit rate 0.075% among 410,000; further: potency means the concentration at half of the fitted maximal effect; nearly all actives have a fitted effect of over 55% in size; some results filed as inactive show a strong effect at the top dose; inactives centre near -15; many of its hits are not listed in these tables
# Target sequence (Q03431 whole entry, looked up): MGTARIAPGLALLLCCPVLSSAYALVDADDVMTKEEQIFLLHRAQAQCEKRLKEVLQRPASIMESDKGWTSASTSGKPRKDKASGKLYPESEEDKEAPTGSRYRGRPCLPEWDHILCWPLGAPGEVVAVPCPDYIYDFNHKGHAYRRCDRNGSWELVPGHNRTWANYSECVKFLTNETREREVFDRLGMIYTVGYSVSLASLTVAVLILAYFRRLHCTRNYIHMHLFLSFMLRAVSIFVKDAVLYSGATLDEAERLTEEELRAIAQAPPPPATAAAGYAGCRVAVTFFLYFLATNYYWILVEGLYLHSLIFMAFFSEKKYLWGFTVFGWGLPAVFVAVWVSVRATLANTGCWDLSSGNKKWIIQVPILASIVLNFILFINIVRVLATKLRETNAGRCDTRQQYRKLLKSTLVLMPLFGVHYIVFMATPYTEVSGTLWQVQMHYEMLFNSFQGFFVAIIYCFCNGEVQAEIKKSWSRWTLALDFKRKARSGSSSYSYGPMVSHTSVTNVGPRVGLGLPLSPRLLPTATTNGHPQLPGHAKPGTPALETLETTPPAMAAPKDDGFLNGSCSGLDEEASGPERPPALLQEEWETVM
#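 HEK-293-derived GP2 cells expressing PTHR1 and a GloSensor cAMP reporter, 3,000/well, plated overnight, given luciferin plus IBMX (each 0.5 mM as added) for 1 h at 37 °C, then compound for 1 h at 37 °C. Luminescence was read after 15 min at room temperature.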
# GLP1R inv ag – acts as inverse agonist at human GLP-1 receptor; P43220; HEK293 GLP-1R CRE-luciferase, luminescence, 24 h; GLP-1R form is constitutively active; Potency, µM (doses to about 38.3 µM), for inactives: at the top dose activity change, negative = inhibition, most hits filed as inhibitors; hit rate 1.6% among 410,000; AID 624417; further: potency means the concentration at half of the fitted maximal effect; on the % scale 0 is the no-effect control and ±100 the full control effect; nearly all actives have a fitted effect of over 55% in size
#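 Luminescence readout: a drop in cAMP-driven luciferase signal flags inverse agonism at a constitutively active GLP-1R stably expressed in HEK293. Compound exposure lasted 24 hr at 37 deg C, 5% CO2.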
# FUS suppressor – rescues growth of FUS-expressing yeast; hit rate 0.24% among 390,000; AID 1347120; S. cerevisiae FUS-expressing, growth rescue, OD600, 24 h; Potency, µM (titrated, usually from 76.6 µM), for inactives: at the highest dose growth rescue (activation), actives largely listed as activators;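 further: potency means the concentration at half of the fitted maximal effect; plate controls were DMSO vehicle for no effect and reference control for full effect; nearly all actives have a fitted effect of over 55% in size; some results filed as inactive show a strong effect at the top dose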
#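 Read-out: OD at 600 nm after 24hr at 30C, reporting rescue of FUS-induced yeast toxicity. Cells at OD 0.005 in galactose (2%) minimal medium; compounds tested in a dilution series; CP55940 titration from 92uM final as control.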
# TDP43 rescue – rescues yeast growth from TDP-43 toxicity; TDP-43 expressing yeast growth rescue, BacTiter-Glo, 24 h; Potency, µM (titrated, usually from 46.1 µM), for the others: at the top dose growth rescue (activation), hits mostly activators; hit rate 1.8% among 410,000; further: potency means the concentration at half of the fitted maximal effect; % of control where 0% means no effect; nearly all actives have a fitted effect of over 50% in size
#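 Galactose-induced TDP-43 yeast, OD600=0.02, compound pinned; 24 hr, 30 deg C; BacTiter-Glo luminescence for growth. Inhibitors of TDP-43 toxicity read as activators.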
# Abeta yeast res – restores growth of yeast expressing A-beta42 peptide | Potency, µM (doses to about 46.1 µM), without a hit: top-dose growth rescue, usual class: activators | yeast expressing A-beta42, growth rescue, OD600, 48 h; response scale: 0% DMSO, 100% iron-clioquinol control | hit rate 0.063% among 410,000; further: potency means the concentration at half of the fitted maximal effect; nearly all actives have a fitted effect of over 55% in size
#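 Yeast growth medium received pinned compounds, then yeast cells expressing toxic A-beta were added; plates incubated at 30 C for 48 hr. Growth read as absorbance at 600 nm, normalized to DMSO and equimolar FeCl3 plus clioquinol controls.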
# DRD3 antagonist – blocks the human D3 dopamine receptor; max response, negative = inhibition, %; P35462; AID 652054; D3R cells, DiscoveRx beta-arrestin luminescence, antagonist mode; stronger effect = lower value; hit rate 2.5% among 360,000; in the data active means max response below about -50%; inconclusive means no clear call, values can overlap the other calls; further: on the % scale 0 is the no-effect control and ±100 the full control effect; mostly tested at two doses, the higher about 12 µM
# Target sequence (P35462 whole entry, looked up): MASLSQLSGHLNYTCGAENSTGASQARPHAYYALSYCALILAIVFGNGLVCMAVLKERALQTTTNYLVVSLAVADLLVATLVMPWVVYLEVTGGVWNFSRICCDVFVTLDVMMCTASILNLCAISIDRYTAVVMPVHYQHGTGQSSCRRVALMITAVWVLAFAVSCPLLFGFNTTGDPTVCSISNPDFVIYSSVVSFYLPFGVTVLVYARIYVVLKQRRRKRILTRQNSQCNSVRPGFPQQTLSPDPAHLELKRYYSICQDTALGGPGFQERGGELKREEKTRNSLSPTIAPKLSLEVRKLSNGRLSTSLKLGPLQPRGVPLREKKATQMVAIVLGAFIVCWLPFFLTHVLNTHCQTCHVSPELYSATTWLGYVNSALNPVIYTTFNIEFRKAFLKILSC
#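 Cells plated overnight at 1500 cells/well, then exposed to library compounds with dopamine controls for 90 minutes at 37 degrees C. DiscoveRx reagent added for 30–60 minutes at room temperature; luminescence read, quantitative HTS format.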
# GLP-1R agonist – agonists of human GLP-1 receptor | hit rate 0.007% among 380,000 | Potency, µM (top dose mostly 45.6 µM), for the others: top-dose activation, usual class: activators | HEK293 GLP-1R CRE-luciferase, luminescence, 4-6 h; cells express a hypersensitive GLP-1R form; further: potency means the concentration at half of the fitted maximal effect; % of control where 0% means no effect
# Akt phos inh – blocks phosphorylation of Akt; Neuro2A IGF-stimulated pAkt S473 HTRF, 20 min; stronger effect = lower value; activity change, % for hits at 50 µM; hit rate 0.32% among 360,000; in the data active means activity change below about -80%; inconclusive means mostly about -51% to -80%; further: on the % scale 0 is the no-effect control and ±100 the full control effect
#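 Neuro2A cells (4,500/well, DMEM with 0.5% FBS) were treated with compound at a single 50 µM final concentration, stimulated with 6 nM IGF for 20 min at 37 °C, and lysed. Phospho-Akt Ser473 was read by HTRF as 665/615 ratio ×10^4.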
# Starred values were filed as active, the others as inactive; i = inactive; ? = inconclusive; nt = not tested or not shown; & = joins results of further samples; [ ] = dose if it differs, or a comment. Unless noted, the call rests on the fitted dose curve; in most records, active means well fitted curve in the direction sought with a large enough effect; inconclusive means small, poorly fitted or top-dose-only effect, or another doubt; inactive means no such curve, though single readings can be large; an effect the other way counts as inactive or inconclusive. Some of the compounds tested; rates above refer to the full screens.
SMILES,aSyn rescue,PTHR1 agonist,GLP1R inv ag,FUS suppressor,TDP43 rescue,Abeta yeast res,DRD3 antagonist,GLP-1R agonist,Akt phos inh
Cc1ccc(-n2nc3c(c2NC(=O)c2ccco2)CS(=O)C3)c(C)c1 (stereo unspecified),-2.7%,i,12.6%,10.9%,10.0%,4.7%,-4.4,-3.2%,i
O=C1CCC(=O)N1c1nc2nc(-c3ccccc3)cc(=O)n2[nH]1,-4.2%,-9.7%[57.5 µM],-0.4%,8.9%,-11.3%,-3.1%,0.0,1.3%,i
O=C(CNC(=O)c1ccccc1Cl)N/N=C/c1ccc2c(c1)OCO2,-6.7%,i,?,3.4%,-2.1%,9.3%,14.1,14.0%,i
COCCCNc1nc(SCc2ccccc2)nc2sc3c(c12)CCC3,5.2%,i,-18.4%,28.7%,16.3%,24.8%,28.9,21.5%,i
CCOC(=O)C1(C)CCCN1C(=O)c1cccc(OC)c1 (stereo unspecified),-0.5%,i,11.0%,-22.6%,10.0%,-10.0%,13.6,-3.1%,i
C#CCN(C[C@@H]1[C@@H](OC(=O)NCc2ccc(OC)c(OC)c2)[C@@H](OC(=O)NCc2ccc(OC)c(OC)c2)CN(C(=O)OC(C)C)N1C(=O)OC(C)C)S(=O)(=O)c1ccc(C)cc1,-8.1%,-1.3%,-6.9%,?,0.0%,5.5%,14.4,-6.4%,i
O=C(CSc1nc2nccnc2c(=O)n1CCc1c[nH]c2ccccc12)Nc1ccccc1,nt,-10.3%,?,1.6%,8.2%,-14.0%,nt,nt,nt
CCc1noc(C)c1C(=O)Nc1ccc(F)c(F)c1F,-1.7%,i,-8.5%,-10.5%,17.8%,-3.3%,23.6,-7.0%,i
CCOc1cc(/C=C2\C(=O)N(Cc3ccc(C)cc3)C(C)=C2C(=O)OC)ccc1O,1.7%,-10.1%,?,14.8%,18.3%,0.7%[9.22 µM],-14.5,-12.0%,i
COc1ccc(CNS(=O)(=O)c2ccc3oc(C(=O)O)c(C)c3c2)cc1,-1.7%,-10.6%[57.5 µM],0.0%,24.3%,-18.9%,-24.1%,10.2,-8.8%,i
CSc1ccc(CNCc2ccc3c(c2)OCO3)cc1,-0.6%,-15.3%,-25.3%,-14.8%,0.8%,-1.8%,-22.0,18.9%,i
COc1ccc(-n2c(=O)c3ccccc3n(Cc3ccc(F)cc3)c2=O)cc1OC,-2.6%,i,-8.3%,0.4%,-0.4%,-7.5%,16.0,-8.5%,i
CCN(CC(=O)NCc1cccs1)C(=O)CCc1c[nH]c2ccccc12,-3.0%,i,-0.6%,10.9%,0.0%,-5.4%,-4.5,5.3%,i
O=C(O)c1ccccc1SCc1csc(-c2ccccc2)n1,1.2%,-3.2%,11.7%,9.0%,?,-9.6%,-2.8,0.5%,i
COc1ccccc1NC(=O)CSc1nc(N)c(C#N)cc1C#N,1.8%,-1.8%,73.8%[activator],28.2%,-22.4%,8.0%,-11.7,13.3%,i
CCOC(=O)CSc1ccc(C(=O)N2CCN(C)CC2)cc1[N+](=O)[O-],-5.9%,i,12.7%,-3.1%,-11.1%,-10.5%,0.7,-0.3%,i
CC(C)(CC(=O)OCC(=O)Nc1ccccc1F)CC1=NS(=O)(=O)c2ccccc2N1,-2.3%,-53.1%&-16.9%[inhibitor],-10.1%&-9.3%,-7.6%&2.0%,-12.2%&14.4%,0.4%&8.5%,-2.2,-5.0%&0.8%,i
N/C(=N\NS(=O)(=O)c1cc(C(F)(F)F)cc(C(F)(F)F)c1)c1ccccn1,2.2%,-3.1%,-23.3%,11.8%,8.1%,17.5%,8.0,4.2%,i
COc1ccc(Br)cc1C(=O)Nc1ccc(C(=O)O)cc1,11.6%,i,62.2%[activator],12.0%,-2.7%[0.397 µM],?,3.4,-0.5%,i
O=C(OCC1OC(n2ccc(=O)[nH]c2=O)C2OC12)c1ccccc1 (stereo unspecified),-6.3%,i,4.3%,17.1%,-14.0%,-2.7%,-0.7,11.6%,i

# Of the compounds above, five contain four or more nitrogen atoms:
SMILES,aSyn rescue,PTHR1 agonist,GLP1R inv ag,FUS suppressor,TDP43 rescue,Abeta yeast res,DRD3 antagonist,GLP-1R agonist,Akt phos inh
O=C1CCC(=O)N1c1nc2nc(-c3ccccc3)cc(=O)n2[nH]1,-4.2%,-9.7%[57.5 µM],-0.4%,8.9%,-11.3%,-3.1%,0.0,1.3%,i
C#CCN(C[C@@H]1[C@@H](OC(=O)NCc2ccc(OC)c(OC)c2)[C@@H](OC(=O)NCc2ccc(OC)c(OC)c2)CN(C(=O)OC(C)C)N1C(=O)OC(C)C)S(=O)(=O)c1ccc(C)cc1,-8.1%,-1.3%,-6.9%,?,0.0%,5.5%,14.4,-6.4%,i
O=C(CSc1nc2nccnc2c(=O)n1CCc1c[nH]c2ccccc12)Nc1ccccc1,nt,-10.3%,?,1.6%,8.2%,-14.0%,nt,nt,nt
COc1ccccc1NC(=O)CSc1nc(N)c(C#N)cc1C#N,1.8%,-1.8%,73.8%[activator],28.2%,-22.4%,8.0%,-11.7,13.3%,i
N/C(=N\NS(=O)(=O)c1cc(C(F)(F)F)cc(C(F)(F)F)c1)c1ccccn1,2.2%,-3.1%,-23.3%,11.8%,8.1%,17.5%,8.0,4.2%,i

# More compounds
SMILES,aSyn rescue,PTHR1 agonist,GLP1R inv ag,FUS suppressor,TDP43 rescue,Abeta yeast res,DRD3 antagonist,GLP-1R agonist,Akt phos inh
O=S(=O)(NCC(c1ccco1)N1CCN(c2ccccc2F)CC1)c1ccc(F)cc1 (stereo unspecified),1.5%,-9.4%,?,14.0%,10.4%,25.5%,-0.3,6.6%,i
COc1ccc(S(=O)(=O)N2CCCCCC2)cc1C(=O)N1CCN(c2ccccc2C)CC1,0.5%[1.84 µM],-43.0%[inhibitor],?,?,29.3%,8.7%,-9.7,4.7%,i
Cc1ccc(C)c2c1cc(C)c1nnc(SCC(=O)NCc3ccc4c(c3)OCO4)n12,0.7%,-3.2%,-7.7%,21.3%,4.1%,1.8%,-3.4,16.9%,i
COc1ccc(/C=N/NC(=O)CCOc2ccccc2C)cc1OC,0.8%,i,103.5%[activator],nt,15.6%,-11.6%,9.3,7.5%,i
COc1ccc(C2C(C#N)=C(/N=C/N3CCN(C)CC3)OC3=C2C(=O)CC(C)(C)C3)cc1OC (stereo unspecified),-0.8%,-0.3%[57.5 µM],7.4%,23.8%,-15.4%,-0.8%,4.2,-6.7%,nt
COc1ccc(CCNC(=O)c2ccc(OCc3c(C)noc3C)c(OC)c2)cc1,4.0%,i,16.0%,-7.5%,16.5%,-11.3%,5.9,-11.1%,i
CCOC(=O)[C@]12CCC=C1N(Cc1ccco1)C(=O)[C@H](CC(=O)N1CCSCC1)C2,7.1%,15.3%,8.5%,41.6%,23.5%,-13.1%,2.9,2.5%,i
CCOc1ccc(NC(=O)CSc2nccn2C2CCCC2)cc1,nt,-10.5%,-14.5%,-9.0%,21.1%,30.3%,nt,nt,nt
CCCCC(=O)NC(=S)Nc1cc(C(=O)O)ccc1OC,0.1%,i,-0.1%,0.0%,-12.6%,7.1%,12.9,0.5%,i
O=C(CCCN1C(=O)c2ccccc2C1=O)Oc1ccc(F)cc1,-1.8%,-23.9%,8.9%,11.2%,18.8%,-6.8%,12.4,-6.5%,i
C=C1C(=O)[C@]23C[C@H]1CCC2[C@@]1(C)C(C[C@@H]3O)[C@](C)(C(=O)OC)CC[C@@H]1O (stereo partly specified),-51.3%[inhibitor],-21.7%,?,-23.3%,3.16µM*,-80.5%[inhibitor],-66.6*,-31.6%,i
COc1ccc(-n2c3c(cc(C(=O)N4CCC(C)CC4)c2=O)C(=O)CC(C)(C)C3)cc1,-8.3%,-15.8%,7.4%,3.6%,14.2%,-4.0%,4.9,-7.8%,i
Cc1cc(C)c(C#N)c(SCC(=O)Nc2nonc2N)n1,0.2%,i,73.4%[activator],-22.9%,-5.4%,-13.1%,-5.8,15.0%,i
CCCCCCCC(=O)N/N=C(\C)c1ccc(O)cc1O,4.6%,-4.7%,?,-3.5%,27.1%,16.7%,-0.1,25.2%,i
COC(=O)C1(CCSC)NC(c2ccccc2OC)C2C(=O)N(C)C(=O)C21 (stereo unspecified),2.3%,i,3.6%,1.0%,11.4%,14.9%,6.1,-10.4%,i
O=C(CN1CCN(CC(=O)Nc2ccc(-c3ccccc3)cc2)CC1)Nc1ccc(F)cc1,-0.3%,i,?,18.1%,-0.3%,3.8%,4.2,14.2%,i
CCn1c(SCC(N)=O)nc2c1c(=O)n(C)c(=O)n2C,-0.6%,-16.3%[57.5 µM],7.1%,17.2%,-21.6%,-0.5%,-19.2,-6.8%,i
C[C@@H](CC#N)CN1CC[C@H](C(C)(C)C)CCC1=O,-1.3%,i,29.6%,-13.0%,5.8%,-1.6%,4.3,-1.2%,i
CCOC(=O)c1ccc(S(=O)(=O)NCC(c2ccc(N(C)C)cc2)c2c[nH]c3ccccc23)cc1 (stereo unspecified),-1.8%,-16.7%,?,?,3.16µM*,8.7%,-10.5,0.2%,i
CC(=O)O[C@]1(C(C)=O)CCC2C3CCC4=C/C(=N/OCC(=O)O)CC[C@]4(C)C3CC[C@@]21C (stereo partly specified),?,-27.4%,18.1%,1.2%,18.9%,4.7%,-2.0,-4.2%,i
COc1ccc(CC2SC(=Nc3ccc(F)cc3)NC2=O)cc1 (stereo unspecified),-1.8%,-12.6%,-16.6%,1.0%,-7.9%,-7.3%,-8.1,23.4%,i
COc1ccc(N2CCN(C(=S)NCCc3ccccc3)CC2)cc1,-2.6%,-5.4%[57.5 µM],?,14.3%,12.1%,-4.9%,-7.7,-8.4%,i
O=C(NCc1ccco1)c1ccc(S(=O)(=O)N2CCCCCC2)cc1,-5.9%[1.84 µM],5.4%,-26.9%,18.0%,15.0%,5.5%,-28.3,8.9%,i
